Screens: PubChem BioAssay, National Center for Advancing Translational Sciences (NCATS)
HCMV antiviral – qHTS Assay for inhibitors of the human cytomegalovirus (HCMV). activity change, negative = inhibition, % at 57.5 µM. HFF cells, HCMV-luciferase reporter, 72 h; active compounds read low. 410,000 tested, 4.5% active; in the data active = activity change below about -60%; inconclusive = no clear call, values can overlap the other calls; inactive = above about -39%
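Human foreskin fibroblasts infected with luciferase-reporter HCMV at MOI 1 PFU/cell, compounds at two doses. Luciferase measured 72 h post infection; normalized to buffer-only basal and Salinomycin (10uM) controls.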
Sm TGR block – qHTS Assay for the Inhibitors of Schistosoma Mansoni Peroxiredoxins. AID 485364, 2010. Potency, µM (series often up to 114 µM), for the others: at the highest dose activity change, negative = inhibition, usual class: inhibitors. 360,000 tested, 3% active. purified TGR, DTNB reduction, TNB absorbance 405 nm. Schistosoma mansoni thioredoxin glutathione reductase (TGR), Q962Y6; also: potency is read from the fitted curve at half-maximal effect; nearly all actives have a fitted effect of over 60% in size
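Kinetic colorimetric format: TGR-catalysed, NADPH-driven DTNB reduction monitored via TNB absorbance. Enzyme dispensed at 20 nM; compound exposure 15 min at room temperature before reaction start.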
Giardia FBPA inh – qHTS Assay for Inhibitors of Fructose-1,6-bisphosphate Aldolase from Giardia Lamblia | A8B2U2 | purified Giardia FBPA | Potency, µM (top dose mostly 59.6 µM), for the others: at the top dose activity, negative = inhibition, hits mostly inhibitors | 290,000 tested, 0.71% active | AID 2451, 2010; also: potency is read from the fitted curve at half-maximal effect; nearly all actives have a fitted effect of over 55% in size
Target sequence (A8B2U2 whole entry, looked up): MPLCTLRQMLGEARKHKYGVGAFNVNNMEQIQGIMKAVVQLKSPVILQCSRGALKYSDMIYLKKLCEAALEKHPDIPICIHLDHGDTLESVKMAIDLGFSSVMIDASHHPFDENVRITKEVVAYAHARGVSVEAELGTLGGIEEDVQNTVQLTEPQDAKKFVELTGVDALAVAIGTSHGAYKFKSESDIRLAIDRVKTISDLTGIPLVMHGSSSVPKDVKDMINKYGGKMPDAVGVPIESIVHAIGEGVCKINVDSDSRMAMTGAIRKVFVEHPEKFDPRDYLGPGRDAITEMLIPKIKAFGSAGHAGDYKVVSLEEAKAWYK
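40 nM FBPA preincubated 10 min at RT with compound (up to 57.5 uM final), then substrate plus GAPDH/TPI/NAD/arsenate coupling and diaphorase/resazurin added. Fluorescence read after 20 min at RT, 525/598 nm.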
AMA1-RON2 inh – qHTS for Inhibitors of AMA1-RON; Towards Development of Antimalarial Drug Lead: Primary Screen | AlphaScreen AMA1-biotinylated RON2 peptide binding | Potency, µM (highest dose often 58.2 µM), inactives show at the top dose activity change, negative = inhibition, actives largely listed as inhibitors | 360,000 tested, 0.2% active | AID 720542, 2013;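 also: potency is read from the fitted curve at half-maximal effect; 0% = vehicle wells and -100% = peptide control; nearly all actives have a fitted effect of over 45% in size; some results filed as inactive show a strong effect at the top dose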
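AMA1 (3D7) with his tag at 25 nM final met compounds first, then biotinylated RON2 peptide at 25 nM; detection used donor plus acceptor beads, 10 µg/mL apiece, read by AlphaScreen after 30 min at room temperature.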
AmpC inh detg – qHTS Inhibitors of AmpC Beta-Lactamase (assay with detergent); AID 485294, 2010; AmpC hydrolysis of nitrocefin, absorbance 480 nm, 0.01% Triton; Potency, µM (top dose mostly 114 µM), without a hit: top-dose activity change, negative = inhibition, actives largely listed as inhibitors; P00811; 370,000 tested, 0.041% active;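 also: potency is read from the fitted curve at half-maximal effect; 0% = no-compound wells and -100% = no-enzyme wells; nearly all actives have a fitted effect of over 25% in size; some results filed as inactive show a strong effect at the top dose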
Target sequence (P00811 whole entry, looked up): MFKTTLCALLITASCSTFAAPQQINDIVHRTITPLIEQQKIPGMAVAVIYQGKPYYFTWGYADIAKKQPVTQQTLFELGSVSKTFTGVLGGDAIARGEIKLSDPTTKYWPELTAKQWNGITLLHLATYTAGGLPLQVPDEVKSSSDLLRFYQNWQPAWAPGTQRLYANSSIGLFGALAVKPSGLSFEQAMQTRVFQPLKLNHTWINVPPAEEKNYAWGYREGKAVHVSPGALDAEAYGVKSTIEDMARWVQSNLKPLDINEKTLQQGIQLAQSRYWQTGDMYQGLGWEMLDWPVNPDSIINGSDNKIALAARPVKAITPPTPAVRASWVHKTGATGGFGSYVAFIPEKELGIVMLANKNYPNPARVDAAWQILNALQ
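AmpC (5.3 nM in the dispensed reagent) in 20 mM phosphate pH 7.0 with 0.01% (detergent screen) or 0.0001% Triton X-100 was preincubated with compounds for 15 min at room temperature. Nitrocefin was then added from an 800 uM solution, and hydrolysis was followed at 480 nm.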
AmpC inh no detg – qHTS Inhibitors of AmpC Beta-Lactamase (assay without detergent) | AmpC nitrocefin hydrolysis, absorbance 480 nm, 0.0001% Triton | Potency, µM (top dose mostly 57.1 µM), inactives show at the top dose activity change, negative = inhibition, most hits filed as inhibitors | AID 485341, 2010 | 330,000 tested, 0.52% active;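 also: potency is read from the fitted curve at half-maximal effect; plate controls were no compound for no effect and no enzyme for full effect; nearly all actives have a fitted effect of over 20% in size; some results filed as inactive show a strong effect at the top dose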
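AmpC (5.3 nM in the dispensed reagent) in 20 mM phosphate pH 7.0 with 0.01% (detergent screen) or 0.0001% Triton X-100 was preincubated with compounds for 15 min at room temperature. Nitrocefin was then added from an 800 uM solution, and hydrolysis was followed at 480 nm.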
Numbers without * were called inactive; ? = inconclusive; . = no result given; [ ] = another dose, or the depositor's remark. Unless noted, calls follow the shape of the dose curve; as a rule, active = well fitted curve in the direction sought with a large enough effect; inconclusive = small, poorly fitted or top-dose-only effect, or another doubt; inactive = no such curve, though single readings can be large; an effect the other way counts as inactive or inconclusive. Unless noted, % is scaled to controls: 0 for no effect and ±100 for the full control effect.

SMILES	HCMV antiviral	Sm TGR block	Giardia FBPA inh	AMA1-RON2 inh	AmpC inh detg	AmpC inh no detg
COC(=O)c1ccccc1NC(=O)Nc1c(C)n(C)n(-c2ccccc2)c1=O	?	-6%	.	0%	-2%	-36%
CCCCn1c(N)c(N(CCC(C)C)C(=O)CSc2nnc(C)s2)c(=O)[nH]c1=O	-9	1%	3%	16%	-11%	30%
O=c1oc2c(Cl)cc(Cl)cc2cc1-c1nnc(Nc2ccccc2F)s1	.	9%	.	.	-5%	-6%
COC(=O)Cn1c(O)c(N=NC(=O)CNC(=O)c2ccncc2)c2ccccc21	6	20%	.	3%	6%	-12%
O=C(CCc1nc2ccccc2[nH]1)Nc1ccc2c(c1)OCO2	11	0%	-24%	-20%	-11%	-19%
O=C(Nc1ccc(O)cc1)/C(=C\c1cccs1)NC(=O)c1ccccc1	32	6%	2%	-9%	3%	-18%
Cc1ccc(NC(=O)COC(=O)C(NS(=O)(=O)c2ccc(Cl)cc2)C(C)O)cc1 (centres undefined)	68	-12%	3%	-4%[2.32 µM]	-11%	4%
CC1(C)NC(=O)N(CCCOc2ccc(Br)cc2Cl)C1=O	20	5%	4%	17%	4%	54%
CCCOc1ccc(-c2c(C(=O)N/N=C/C3CC=CCC3)nnn2-c2nonc2N)cc1 (centres undefined)	-35	-10%	1%	85%[activator]	-7%	-18%
CCc1ccc(OCC(=O)Nc2ccc(Cl)c(-c3nc4ncccc4o3)c2)cc1	-3	-4%	.	.	17%	.
COc1ccccc1N(CC(=O)NC1CCCC1)C(=O)CCCC(=O)Nc1ccccn1	-2	5%	8%	4%	10%	40%
Cc1cc(C)n(-c2nc(C(=O)O)cs2)n1	-20	62%[activator]	7%	-7%	-5%	-45%
Cc1noc(NS(=O)(=O)c2ccc(NC(=O)C(F)(F)F)cc2)c1C	-12	11%	-22%	-5%	4%	-15%
O=C1c2ccccc2C(=O)c2c1ncn2-c1ccccc1	-68*	-11%	?	-23%	?	-24%
CC(C)n1cc(CN2CCC(C(=O)Nc3cccc(-c4cccc(Cl)c4)c3)CC2)cn1	-38	-8%	.	-2%	-7%	171%[activator]
O=C(c1cccc(Cl)c1)N1CCN(C(=O)c2ccco2)CC1	34	?	3%	-7%	7%	-14%
Cc1onc(-c2c(Cl)cccc2Cl)c1COC(=O)c1ccc(Cl)cc1[N+](=O)[O-]	-4	-2%	-6%	-23%	-4%	-32%
O=C(CCCNC(=O)c1ccc(Cl)cc1)Nc1ccccc1F	78	-14%	4%	-20%	4%	-1%
COc1ccc2c(c1)C(=O)CC(O)(C(F)F)O2 (centres undefined)	?	28%	4%	-13%	3%	-5%
COc1ccccc1N1CCN(c2ncnc3c2cnn3C)CC1	8	7%	.	.	7%	.
Cc1ccsc1C(=O)NNC(=O)c1ccccc1F	47	.	.	-21%	.	-17%
Cc1cc2c(c(=O)n1Cc1cccnc1)C(c1cccs1)C(C#N)=C(N)O2 (centres undefined)	-27	10µM*	-22%	-3%	2%	-8%
COc1ccc(NC(=O)N2CCCc3ccccc32)cc1	40	-9%	-6%	0%	-14%	-7%
O=C(NCC(c1ccco1)N1CCCC1)c1cc(S(=O)(=O)N2CCOCC2)ccc1Cl (centres undefined)	0	-14%	.	0%	7%	1%
CC(C)c1cc(=O)n2[nH]c(N)nc2n1	6	5%	-27%	45%[activator]	?	-9%
O=C(Nc1ccccc1)c1ccc(Br)o1	-62*	4%	-11%[89.2 µM]	0%	-3%	-13%
COC(=O)c1ccc(NC(=O)CSc2n[nH]c(-c3ccncc3)n2)cc1	42	-5%	-30%	-1%	?	-19%
CC(C(=O)Nc1ccc(S(N)(=O)=O)cc1)N1CCc2ccccc21 (centres undefined)	-6	-7%	-2%	-21%	-10%	-2%
COc1ccc(S(=O)(=O)NCc2ccc3c(c2)CCN3C(=O)c2ccccc2)cc1OC	-19	1%	.	.	4%	.
Cc1ccsc1/C=C(\C#N)C(=O)NCc1cccnc1	8	-2%	5%	30%	?	-9%
COc1ccc(NC(=O)Cn2nc(C)c([N+](=O)[O-])c2C)cn1	-6	3%	-14%	3%	3%	-9%
CCOC(=O)c1c(-c2ncc(C(F)(F)F)cc2Cl)noc1C	-28	-6%	5%	10%	-2%	6%
CN(Cc1ccccc1)C(=O)COC(=O)CCC(=O)c1ccc(F)cc1	26	.	.	11%	.	52%
O=C(CN1C(=O)C2C3CC(C(Br)C3Br)C2C1=O)N1CCOCC1 (centres undefined)	5	-8%	5%	17%	-11%	-14%
C=CCN=c1scc(-c2ccc3c(c2)NC(=O)CO3)n1/N=C(\C)c1ccccn1	-95*	35µM*	4%	5%	-12%	-26%[11.4 µM]
C[C@]12CC[C@@H]3c4ccc(O)cc4[C@@H](O)C[C@H]3[C@@H]1CC[C@@H]2O	.	-18%	2%	.	-5%	-29%
O=C(Oc1ccc(C(=S)N2CCOCC2)cc1)c1cc([N+](=O)[O-])cc([N+](=O)[O-])c1	-19	-32%	-2%	7%	-15%	-2%
N#CCCN(Cc1cccnc1)C(=O)Nc1cccc(Cl)c1	102	-19%	0%	14%	?	-3%
CCCCCC(=O)N1CC2(CC(c3cccc(NC(=O)c4ccccc4)c3)=NO2)C[C@@H]1C(N)=O (some centres undefined)	32	-29%	4%	-2%	-11%	67%[activator]
CC(C)C[C@@H](COc1ccccc1)N1CCN(C)CCC1=O	11	-26%	5%	-6%	-8%	17%
Cc1cc(Cl)ccc1NC(=O)CN1C(=O)COc2ccc(S(=O)(=O)Nc3ccccc3)cc21	?	6%	.	.	22%	.
CCOCCCn1c(C)nc2c(c1=O)c1nc3ccccc3nc1n2-c1ccc2c(c1)OCCO2	.	2%	-4%	3%	-7%	-9%
O=C(CN1C(=O)NC2(CCSC2)C1=O)N1CCN(c2ccc(F)cc2)CC1 (centres undefined)	?	-10%	9%	70%[activator]	-12%	12%
Cc1ccsc1C(=O)OCC(=O)NCc1ccco1	10	-9%	2%	6%	7%	1%
Cc1nc2cc(-c3ccc(Br)cc3)[nH]n2c(=O)c1Cl	57	-10%	?	1%	1%	-26%
CC(/C=N\NC(=O)c1cc(C)oc1C)=C\c1ccccc1	19	-13%	0%	-11%	?	-29%
CCOc1ccc(C(C(=O)NC2CCCCC2)N(C(=O)c2ccccn2)c2cccnc2)cc1 (centres undefined)	-15	.	2%	1%	9%	5%
c1ccc2c(N3CCCCC3)nc(N3CCCC3)nc2c1	-29	-21%	3%	9%	?	-15%
CCN(Cc1ccccc1)S(=O)(=O)c1cn(C)cn1	0	5%	.	13%	-1%	1%
CC(=O)c1c(C)[nH]c(C(=O)OCC(=O)NCc2ccc(Cl)cc2)c1C	-37	-4%	.	0%	-14%	-10%
COCC(C)n1c(SCC(=O)NC(=O)NCc2ccccc2)nc2ccccc2c1=O (centres undefined)	76	.	.	-24%	.	-9%
CCOc1ccc(-c2cc(CCCC(=O)Nc3cc(OC)ccc3OC)no2)cc1	-33	39%[activator]	2%	-2%	-13%	1%
O=C(CCC(=O)N1Cc2ccccc2Oc2ncccc21)NCc1ccccc1Cl	-2	0%	.	.	5%	.
COc1ccc2nc(/C=N/NC(=O)[C@H](CCSC)NC(=O)OC(C)(C)C)ccc2c1	65	-8%	-17%	49%[activator]	-11%	146%[activator]
CN1C(C(=O)NCC2CC2)CC2Cn3c(nc4cc5ccccc5cc43)C21 (centres undefined)	-5	-13%	-5%	-6%	-5%	20%
O=C(CSc1nc2ccsc2c(=O)n1Cc1ccc(F)cc1)NCc1ccc(Cl)cc1	26	3%	.	.	-3%	.
Clc1cccc(-c2cc3nc4c(c(N5CCN(c6cnccn6)CC5)n3n2)CCCC4)c1	-26	5%	-4%	-1%	-10%	-17%
CCNCCNc1ccc([N+](=O)[O-])c2cccnc12	-21	-12%	-5%	84%[activator]	-1%	-10%
CCOc1cc(C(=O)OCC(=O)c2c(N)n(C)c(=O)n(C)c2=O)cc(OCC)c1OCC	87	-9%	2%	-8%	0%	7%
CCc1ccc(-n2c(=O)c3c(C)c(C)sc3n(CC(=O)NCC3CCCO3)c2=O)cc1 (centres undefined)	?	0%	-1%	6%	-2%	-37%
Nc1nonc1C(=O)NCCNC(=O)c1ccccc1F	22	-2%	5%	5%	-3%	-22%
CC(NC(=O)CN1c2cccc3cccc(c23)S1(=O)=O)c1ccc(S(N)(=O)=O)cc1 (centres undefined)	.	-4%	.	10%	-17%	-54%

Grouped by structure: the compounds so far containing an aryl methoxy group.
SMILES	HCMV antiviral	Sm TGR block	Giardia FBPA inh	AMA1-RON2 inh	AmpC inh detg	AmpC inh no detg
COc1ccccc1N(CC(=O)NC1CCCC1)C(=O)CCCC(=O)Nc1ccccn1	-2	5%	8%	4%	10%	40%
COc1ccc2c(c1)C(=O)CC(O)(C(F)F)O2 (centres undefined)	?	28%	4%	-13%	3%	-5%
COc1ccccc1N1CCN(c2ncnc3c2cnn3C)CC1	8	7%	.	.	7%	.
COc1ccc(NC(=O)N2CCCc3ccccc32)cc1	40	-9%	-6%	0%	-14%	-7%
COc1ccc(S(=O)(=O)NCc2ccc3c(c2)CCN3C(=O)c2ccccc2)cc1OC	-19	1%	.	.	4%	.
COc1ccc(NC(=O)Cn2nc(C)c([N+](=O)[O-])c2C)cn1	-6	3%	-14%	3%	3%	-9%
CCOc1ccc(-c2cc(CCCC(=O)Nc3cc(OC)ccc3OC)no2)cc1	-33	39%[activator]	2%	-2%	-13%	1%
COc1ccc2nc(/C=N/NC(=O)[C@H](CCSC)NC(=O)OC(C)(C)C)ccc2c1	65	-8%	-17%	49%[activator]	-11%	146%[activator]
